Source: PubChem BioAssay
EPAC1 antagonist: qHTS for Antagonist of cAMP-regulated guanine nucleotide exchange factor 3 (EPAC1): primary screen | Rap guanine nucleotide exchange factor 3 (Homo sapiens), O95398 | EPAC1 GEF assay, Rap1b-BODIPY-GDP exchange fluorescence | Potency, µM (top dose mostly 115 µM), inactives show at the highest dose activity change, negative = inhibition, usual class: inhibitors | actives 0.14% (n = 360,000) | AID 720709, 2013;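 further: potency means the concentration at half of the fitted maximal effect; plate controls were vehicle for no effect and positive control for full effect; nearly all actives have a fitted effect of over 50% in size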
WRN inhibitor: qHTS for Inhibitors of WRN Helicase; WRN helicase unwinding, fluorescent forked duplex, kinetic; Potency, µM (titrated, usually from 114 µM), for inactives: top-dose activity change, negative = inhibition, actives largely listed as inhibitors; Bifunctional 3'-5' exonuclease/ATP-dependent helicase WRN (Homo sapiens), Q14191; actives 0.46% (n = 360,000); further: potency means the concentration at half of the fitted maximal effect; on the % scale 0 is the no-effect control and ±100 the full control effect; nearly all actives have a fitted effect of over 55% in size
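WRN at 20 nM final preincubated with compound 15 min at room temperature; reaction started with 100 nM fluorophore/quencher forked duplex oligonucleotide and 2 mM ATP final. Unwinding followed kinetically by red fluorescence (ex 525, em 598 nm).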
PI5P4K alpha inh: qHTS for Inhibitors of phosphatidylinositol 5-phosphate 4-kinase (PI5P4K). Phosphatidylinositol 5-phosphate 4-kinase type-2 alpha (Homo sapiens), P48426. PI5P4Kalpha enzyme, ADP-Glo luminescence, 60 min; stronger effect = lower value. max response, %. actives 1.2% (n = 330,000). AID 652105, 2013; active means max response of -50% or lower; inconclusive means between -30% and -50%; inactive means -30% or higher; further: value at the top dose of about 77 µM; on the % scale 0 is the no-effect control and ±100 the full control effect
Target sequence (P48426 whole entry, looked up): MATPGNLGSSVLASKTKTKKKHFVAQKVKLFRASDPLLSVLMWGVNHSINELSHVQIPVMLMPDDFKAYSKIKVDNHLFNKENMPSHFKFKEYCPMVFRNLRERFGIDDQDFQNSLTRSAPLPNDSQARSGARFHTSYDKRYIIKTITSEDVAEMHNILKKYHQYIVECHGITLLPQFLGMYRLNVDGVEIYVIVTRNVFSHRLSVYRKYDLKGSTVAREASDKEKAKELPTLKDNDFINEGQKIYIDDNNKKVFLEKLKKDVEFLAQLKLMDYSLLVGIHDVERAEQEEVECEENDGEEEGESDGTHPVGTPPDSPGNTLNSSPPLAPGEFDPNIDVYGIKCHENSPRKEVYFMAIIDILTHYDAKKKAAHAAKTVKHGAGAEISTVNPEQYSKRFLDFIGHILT
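Enzyme plus substrate dispensed, test compounds pinned in, then ATP (5 microM final) added. After 60 min at RT, ADP-Glo reagent 1 for 45 min and reagent 2 for 30 min preceded luminescence imaging.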
FUS suppressor: qHTS for Suppressors of FUS Proteinopathy: Primary screen using FUS-linked yeast assay; S. cerevisiae FUS-expressing, growth rescue, OD600, 24 h; Potency, µM (top dose mostly 76.6 µM), without a hit: at the top dose growth rescue (activation), usual class: activators; actives 0.24% (n = 390,000);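 further: potency means the concentration at half of the fitted maximal effect; plate controls were DMSO vehicle for no effect and reference control for full effect; nearly all actives have a fitted effect of over 55% in size; some results filed as inactive show a strong effect at the top dose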
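S. cerevisiae expressing FUS from galactose induction served as the toxicity model. Growth after 24hr at 30C, read as absorbance at 600 nm, indicates suppression of toxicity; compounds dosed at several concentrations.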
EPAC1 ag: qHTS for Agonist of cAMP-regulated guanine nucleotide exchange factor 3 (EPAC1): primary screen; Potency, µM (series often up to 154 µM), for the others: at the top dose activation, usual class: activators; Rap guanine nucleotide exchange factor 3 (Homo sapiens), O95398; AID 720707, 2013; actives 0.073% (n = 360,000); EPAC1 agonist qHTS, biochemical assay; response scale: 100% = response to 6.5 mM cAMP; further: potency means the concentration at half of the fitted maximal effect; nearly all actives have a fitted effect of over 60% in size
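Compounds were pinned as a concentration titration into mixtures of EPAC1 (100 nM), BODIPY-GDP-loaded Rap1B (250 nM) and GDP (50 uM). After 5 min at room temperature, fluorescence was followed for 30 min; activity was scaled to 6.5 mM cAMP.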
PLK1 PBD inh: qHTS for Inhibitors of PLK1-PDB (polo-like kinase 1 - polo-box domain): Primary Screen | Serine/threonine-protein kinase PLK1 (Homo sapiens), P53350 | Plk1 PBD binding of FITC phosphopeptide, fluorescence polarization | Potency, µM, without a hit: max response, negative = inhibition, actives largely listed as inhibitors | actives 2.8% (n = 360,000) | AID 720504, 2013; further: potency means the concentration at half of the fitted maximal effect; series mostly up to about 57 µM; on the % scale 0 is the no-effect control and ±100 the full control effect; nearly all actives have a fitted effect of over 65% in size
Target sequence (P53350 whole entry, looked up, the tested form may be a part): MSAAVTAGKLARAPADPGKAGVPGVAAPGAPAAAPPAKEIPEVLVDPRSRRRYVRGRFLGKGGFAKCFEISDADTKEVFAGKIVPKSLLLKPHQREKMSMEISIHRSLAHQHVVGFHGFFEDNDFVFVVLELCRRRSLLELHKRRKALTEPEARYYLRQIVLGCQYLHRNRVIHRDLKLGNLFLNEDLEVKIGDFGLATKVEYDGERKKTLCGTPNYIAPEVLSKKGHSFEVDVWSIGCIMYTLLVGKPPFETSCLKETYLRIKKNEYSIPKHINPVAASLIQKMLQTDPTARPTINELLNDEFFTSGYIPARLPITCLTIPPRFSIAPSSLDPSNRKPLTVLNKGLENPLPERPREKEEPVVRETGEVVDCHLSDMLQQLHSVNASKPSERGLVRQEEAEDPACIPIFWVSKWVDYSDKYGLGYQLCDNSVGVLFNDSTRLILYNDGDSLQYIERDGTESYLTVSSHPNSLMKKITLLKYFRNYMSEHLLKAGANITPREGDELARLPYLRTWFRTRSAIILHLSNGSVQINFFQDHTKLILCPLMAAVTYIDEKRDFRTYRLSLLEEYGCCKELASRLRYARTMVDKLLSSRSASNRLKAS
Abeta yeast res: qHTS for compounds that reverse cellular toxicity of Amyloid beta (A-beta) peptide in yeast: Primary Screen; yeast expressing A-beta42, growth rescue, OD600, 48 h; response scale: 0% DMSO, 100% iron-clioquinol control; Potency, µM (doses to about 46.1 µM), for inactives: top-dose growth rescue, usual class: activators; actives 0.063% (n = 410,000); AID 1347071, 2019; further: potency means the concentration at half of the fitted maximal effect; nearly all actives have a fitted effect of over 55% in size
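Yeast growth medium received pinned compounds, then yeast cells expressing toxic A-beta were added; plates incubated at 30 C for 48 hr. Growth read as absorbance at 600 nm, normalized to DMSO and equimolar FeCl3 plus clioquinol controls.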
IL2 activator: qHTS of IL-2 Activators; IL-2 activation reporter assay, cell-based qHTS; stimulated with anti-CD3/CD4/CD28 beads; in transgenic mouse T cells; activation, % (series mostly up to about 46 µM); actives 0.065% (n = 360,000); AID 652025, 2013; in the data active means activation above about 50%; inconclusive means mostly about 30% to 49%; further: 0% is about no effect
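Unstimulated transgenic mouse T cells preincubated 60 min with compound, then stimulated with anti-CD3/anti-CD4-coated beads plus anti-CD28 for 18 h at 37 degrees C. IL-2 response read as EGFP and DsRed fluorescence by plate cytometry.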
The depositor's hits bear a star; ? = inconclusive; / = no result given; [ ] = remark or other dose. Unless noted, the call rests on the fitted dose curve; in most records, active means well fitted curve in the direction sought with a large enough effect; inconclusive means small, poorly fitted or top-dose-only effect, or another doubt; inactive means no such curve, though single readings can be large; an effect the other way counts as inactive or inconclusive.

SMILES | EPAC1 antagonist | WRN inhibitor | PI5P4K alpha inh | FUS suppressor | EPAC1 ag | PLK1 PBD inh | Abeta yeast res | IL2 activator
COc1ccc(C(=O)CC(=O)C(=O)Nc2ccc(C)c(C)c2)cc1 | -7% | 7% | 3 | ? | -6% | -4% | -45%[inhibitor] | 0.2
COc1ccc(N(C(=O)c2cccc(OC)c2OC)C2C=CS(=O)(=O)C2)c(OC)c1 (stereo unspecified) | 11% | 0% | / | 12% | 5% | 1% | 7% | -2.7
CCN(C(=O)C1CCN(c2nc(-c3ccc(OC)cc3)no2)CC1)c1ccc(OC)cc1 | -8% | -8% | 2 | ? | 2% | 2% | ? | -2.5
O=C(COC(=O)CNS(=O)(=O)c1cccc(Br)c1)Nc1ccccc1Sc1ccccc1 | -23% | -9% | 0 | / | 16% | -5% | -7% | 0.4
CC(=Nc1ccc(C)c(C)c1)C1=C(O)CCC1=O | -3% | 5% | -6 | -8% | 4% | -11% | -4% | -0.8
Clc1ccccc1Cc1noc(CN2CCN3CCCC3C2)n1 (stereo unspecified) | ? | 2% | 3 | 13% | 5% | -2% | -10% | 0.0
Cc1ccc(N(CC(=O)NCC2CCCO2)S(=O)(=O)c2ccc(Cl)cc2)cc1C (stereo unspecified) | -2% | 3% | -2 | 27% | -3% | 3% | 8% | -2.2
CCc1nc2ccccc2[nH]c1=O | 3% | 2% | 2 | -26% | 12% | -2% | 18% | -1.2
CCCCn1c(N)c(N(Cc2ccccc2OC)C(=O)c2ccc(N3CCCC3=O)cc2)c(=O)[nH]c1=O | 15% | 8% | -3 | 13% | -2% | 0% | 2% | 1.2
O=S1(=O)C=C(Sc2nnc(-c3ccccc3)o2)c2ccccc21 | 0% | ? | / | 13% | 6% | 1.9µM* | -46%[inhibitor] | -3.2
CCOc1ccccc1NC(=O)CSc1nnc(-c2cnccn2)n1C | -5% | 5% | 0 | -8% | 0% | -1% | -1% | -0.8
CCOC(=O)C1CCCN(C(=O)c2cc3c(=O)n(C)c4ccccc4c3n2C)C1 (stereo unspecified) | -8% | 6% | -2 | 9% | -3% | -3% | 13% | -2.3
CC1=C(Sc2nc3ccccc3[nH]2)C(=O)NC(C)(C)C1 | 12% | 0% | -4 | 2% | -3% | 2% | 12% | -0.4
OCC[C@@H]1C[C@H](O)[C@@H](O)[C@@]2(Cc3ccccc3CCO2)O1 | 2% | -1% | 1 | -18% | 9% | -5% | 9% | -1.5
CCOC(=O)c1cnc2c(C)cc(C)cc2c1NCCCN1CCOCC1 | -14% | 5% | 3 | -15% | 1% | -13% | -9% | -0.1
CC1CCN(C(=O)CC#N)CC1 | -11% | 1% | -2 | -5% | 8% | 0% | 14% | -0.3
CCOc1ccc(-c2nnc3ccc(SCC(=O)N4CCCCC4)nn23)cc1 | -22% | -3% | 6 | -18% | 8% | -20% | 4% | -1.6
CN1CCC(Oc2ccccc2Sc2ccc(C(F)(F)F)cc2)CC1 | -5% | 10% | -7 | -6% | -4% | 0% | -4% | -0.6
COc1cc(C[C@@H]2C(=O)OC[C@H]2Cc2ccc(OC)c(OC)c2)ccc1O | 1% | 1% | 0 | -16% | -5% | -1% | -4% | -0.7
COC(=O)c1cc(OC)c(OC)cc1NC(=O)c1ccc(OC)c(OC)c1 | 11% | 4% | -3 | 10% | 1% | -4% | 11% | -2.2
CCOC(=O)C1=NN(C(=O)c2ccco2)C2(CC2)C1 | 25% | -13%[57.1 µM] | 2 | 18% | -24% | 2% | -9% | 0.6
Cc1cnc2ccc(F)cc2c1 | -4% | -11% | 0 | -34% | -6% | -2% | -15% | 2.0
COc1cc(/C=N/NC(=O)Cn2cnc3ccccc3c2=O)ccc1O | -2% | -1% | -4 | 6% | 11% | -2% | -3% | -2.5
O=C(COc1ccc2ccc(=O)oc2c1)Nc1ccc(CCO)cc1 | -2% | 5% | 0 | 6% | 10% | -5% | 5% | 1.0
O=C(CCN1CCCCC1)NNC(=S)NC(=O)c1ccc(Br)cc1 | 10% | 0% | 5 | -3% | 4% | -11% | -1% | 1.3
COc1ccc(S(=O)(=O)N2CCOCC2)cc1NS(=O)(=O)c1ccc(F)c(F)c1 | 6% | -5% | -6 | / | 20% | -13% | 0% | -3.7
COc1ccc(CCNC(=O)[C@@H]2C[C@H]2c2ccccc2)cc1OC | -4% | -5% | -9 | 23% | 8% | -16% | 2% | -1.7
C[C@@H](NC(=O)[C@@H]1CCCN1C(=O)[C@@H]1CCCN1C(=O)c1ccccc1)c1ccccc1 | -19% | -4% | 2 | -1% | 12% | -12% | -8% | -0.4
CCC(=O)N/N=C(\C)CC(=O)Nc1cccc([N+](=O)[O-])c1 | 8% | 4% | -6 | / | 1% | 3% | 8% | -3.0
CCOC(=O)c1sc(N)c(C#N)c1COC(=O)C1=COCCO1 | -21% | -15% | -21 | / | 13% | 1% | -9% | -0.2
CCOc1ccc(-c2c(C#N)c(N)nc3c2c(=O)n(C)c(=O)n3C)cc1OC | 5% | 9% | 2 | 13% | -10% | 0% | 2% | -1.5
CC[C@@]1(C(=O)OC)N[C@H](CN(C)C(=O)c2ccc(C)cc2)[C@@H]2C(=O)N(Cc3ccccc3)C(=O)[C@@H]21 | 9% | 8% | 0 | 6% | -5% | -16% | -11% | -0.2
N#C/C(=C\c1c(Oc2ccccc2F)nc2ccccn2c1=O)C(=O)NC1CCS(=O)(=O)C1 (stereo unspecified) | 22% | -11% | -3 | 18% | 9% | -6% | 10% | 0.1
Cc1ccc2c(c1)c(N=NC(N)=O)c(O)n2C | -3% | -7% | 2 | 25% | 6% | -5% | -7% | -0.1
COc1ccc(C(=O)C2CCCN(C(=O)Cn3ccc(C)n3)C2)cc1OC (stereo unspecified) | 14% | -4% | 2 | 16% | 12% | 2% | -4% | 0.7
CCOc1ccc(OCCC(=O)Nc2ccc3c(c2)OCO3)cc1 | 7% | 0% | -4 | 4% | -9% | -12% | -8% | -0.2
CC1CCN(S(=O)(=O)c2ccc3c(c2)c(=O)c(C(=O)N2CCCCC2)cn3C)CC1 | -2% | 3% | / | 24% | -2% | -2% | 10% | -0.6
C[C@H](CO)N1C[C@H](C)[C@@H](CN(C)S(=O)(=O)c2cccs2)Oc2c(NS(=O)(=O)c3ccccc3)cccc2C1=O | -12% | -4% | -4 | 20% | -7% | -3% | -16% | 0.8
COc1ccc(C(=O)NC2CC(C)(C)NC(C)(C)C2)cc1OC | -5% | 4% | 8 | 1% | 1% | -2% | -7% | 0.0
COc1ccc(-c2nncnn2)cc1 | 0% | 0% | 1 | 9% | 6% | -8% | -32% | 1.8
CCOC(=O)c1c2ccccc2[n+]([O-])n1[C@@H](C)C(N)=O | 1% | 12% | 0 | -27% | -11% | ? | -1% | -0.2
O=c1cnc2ccccc2n1Cc1ccccc1C(F)(F)F | -10% | -12% | -7 | 7% | 2% | -5% | 2% | 0.4
C/C(=N\NC(=O)C1COc2ccccc2O1)c1ccc(N2CCOCC2)cc1 (stereo unspecified) | 9% | 13% | -3 | 4% | 9% | -2% | 3% | 0.2
CC(C)(C)NC(=O)CSc1nc2ccc(Nc3nc(N4CCOCC4)nc(N4CCOCC4)n3)cc2s1 | -21% | -6% | 0 | 35% | 15% | -13% | -39%[inhibitor] | -5.4
CCOC(=O)c1[nH]c2ccc(C)cc2c1N | -17% | -7% | / | 5% | 3% | -4% | -10% | 1.0

Among those listed so far, 2 contain a CF3 group.
SMILES | EPAC1 antagonist | WRN inhibitor | PI5P4K alpha inh | FUS suppressor | EPAC1 ag | PLK1 PBD inh | Abeta yeast res | IL2 activator
CN1CCC(Oc2ccccc2Sc2ccc(C(F)(F)F)cc2)CC1 | -5% | 10% | -7 | -6% | -4% | 0% | -4% | -0.6
O=c1cnc2ccccc2n1Cc1ccccc1C(F)(F)F | -10% | -12% | -7 | 7% | 2% | -5% | 2% | 0.4

Additional entries follow:
SMILES | EPAC1 antagonist | WRN inhibitor | PI5P4K alpha inh | FUS suppressor | EPAC1 ag | PLK1 PBD inh | Abeta yeast res | IL2 activator
Cc1cc(C)cc(OCC(=O)OCC(=O)Nc2ccc(Cl)cn2)c1 | -10% | -33% | 3 | -4% | -11% | -13% | 6% | 0.2
COc1ccc(Br)c(C(=O)OCC(=O)NC2CCCCCCC2)c1 | -5% | -3% | 3 | 37% | 8% | -6% | -17% | -4.6
CN(C(=O)COC(=O)Cc1ccc(Cl)cc1)C1CCCCC1 | -4% | -11% | 11 | -6% | 4% | 0% | -1% | 1.8
O=[N+]([O-])c1ccc2c(c1)nnn2-c1ccccc1 | -6% | 3% | 0 | -12% | 3% | -13% | 5% | -1.3
Cc1ccccc1NS(=O)(=O)c1ccc(C(=O)N2CCN(c3ccccn3)CC2)cc1 | 12% | -1% | 1 | 7% | -1% | -7% | -11% | 1.6
Cc1ccc(NC(=O)CN(C)C(=O)COc2ccc(C(=O)c3ccc(F)cc3)cc2)cc1 | ? | -2%[11.6 µM] | -2 | 44% | -2% | -3% | 15% | -0.8
CCOC(=O)c1ccccc1NC(=O)COC(=O)CCC1CCCC1 | 5% | 3% | 1 | / | -1% | 4% | 10% | -3.5
CSc1ncc(C(=O)Nc2cccc(C)c2C)c(C)n1 | -1% | 1% | -4 | -39% | -10% | -5% | 1% | -0.2
O=C(NC(c1ccc(-c2ccccc2)cc1)c1cnccn1)C1CCN(Cc2ccc(Cl)c(Cl)c2)CC1 (stereo unspecified) | -19% | -9% | 26 | 1% | 3% | -10% | -1% | -0.7
C=C(C)c1cccc(C(C)(C)NC(=O)N2CCN(C)CC2)c1 | -4% | 9% | -4 | 10% | -3% | -1% | -8% | -1.6
O=C(Cc1ccccc1)Nc1ccc(NC(=O)c2ccco2)nc1 | -2% | -10% | -1 | 10% | -2% | -3% | 12% | -0.9
